MC4R ag barr – agonists of human melanocortin 4 receptor (MC4R) beta-arrestin; P32245; activation, % at 8.9 µM; 0.98% of 360,000 active; U2OS MC4R beta-arrestin complementation, luminescence; percent of melanotan II response, DMSO zero; AID 540308;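 active = activation above a per-plate cutoff, the mean activation of sample wells on that plate plus 3 SD, cut at about 8% in these data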
COUP-TFII inh – blocks human COUP-TFII nuclear receptor; P24468; HEK293T NGFI-A luciferase reporter, luminescence; AID 686940; 0.7% of 370,000 active; inhibition, % at 8.6 µM;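 active = inhibition above a per-plate cutoff, mean inhibition of test wells between control levels plus 3 SD, cut at about 38% in these data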;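 note: cells cotransfected with COUP-TFII expression vector driving the NGFI-A reporter; 0% = median of COUP-TF2 test wells and 100% = reporter-only cells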
Target sequence (P24468 whole entry, looked up): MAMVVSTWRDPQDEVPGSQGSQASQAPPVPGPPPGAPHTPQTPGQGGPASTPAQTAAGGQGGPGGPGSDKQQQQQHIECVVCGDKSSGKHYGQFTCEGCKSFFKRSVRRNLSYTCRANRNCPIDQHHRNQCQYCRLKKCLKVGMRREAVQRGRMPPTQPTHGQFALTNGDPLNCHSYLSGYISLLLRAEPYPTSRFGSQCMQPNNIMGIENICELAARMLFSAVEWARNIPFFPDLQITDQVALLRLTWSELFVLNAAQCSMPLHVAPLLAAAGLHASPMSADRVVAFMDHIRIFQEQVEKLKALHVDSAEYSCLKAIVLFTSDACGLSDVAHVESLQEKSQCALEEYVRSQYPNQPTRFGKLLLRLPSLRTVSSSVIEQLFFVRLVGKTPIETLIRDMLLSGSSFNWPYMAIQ
LMP1 NFkB inh – reduces LMP1-driven NF-kappaB luciferase signal; LMP1-induced NF-kappaB luciferase reporter cells, luminescence; inhibition, % at 12.5 µM; 0.69% of 350,000 active; AID 504558; in the data active = inhibition above about 41%;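 note: 0% = neutral control wells and 100% = reference inhibitor control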
NR5A2 inv ag – suppresses constitutive activity of human LRH-1; O00482; HEK293T StAR-luciferase reporter, LRH-1 transfected, 24 h; 0.13% of 360,000 active; inhibition, % at 3.6 µM;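 active = inhibition above the mean inhibition of all tested compounds plus 3 SD, cut at about 73% in these data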;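 note: 0% = DMSO wells and 100% = reporter-only cells lacking LRH-1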
Target sequence (O00482 whole entry, looked up): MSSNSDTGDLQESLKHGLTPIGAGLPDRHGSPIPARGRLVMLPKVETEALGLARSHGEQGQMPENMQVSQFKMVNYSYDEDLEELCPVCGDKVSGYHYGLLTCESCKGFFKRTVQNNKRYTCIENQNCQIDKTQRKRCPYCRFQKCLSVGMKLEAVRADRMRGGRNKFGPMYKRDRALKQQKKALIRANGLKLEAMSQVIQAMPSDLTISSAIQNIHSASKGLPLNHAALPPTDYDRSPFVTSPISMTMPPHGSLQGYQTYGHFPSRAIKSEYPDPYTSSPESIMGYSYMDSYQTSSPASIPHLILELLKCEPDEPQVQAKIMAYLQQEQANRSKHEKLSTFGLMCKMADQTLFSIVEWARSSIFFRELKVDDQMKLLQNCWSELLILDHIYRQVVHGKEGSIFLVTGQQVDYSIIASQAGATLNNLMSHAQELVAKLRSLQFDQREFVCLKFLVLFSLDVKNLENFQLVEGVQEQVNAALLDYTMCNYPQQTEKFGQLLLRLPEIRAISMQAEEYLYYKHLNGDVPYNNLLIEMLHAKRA
NOD2 RIPK2 PPI – NOD2-RIPK2 protein interaction inhibition. CHO BLA complementation NOD2-RIPK2, CCF4 ratio. O43353. 0.38% of 360,000 active. inhibition, % at 4.98 µM; in the data active = inhibition above about 21%;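 note: 0% = vehicle only and 100% = reference blocker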
NCOA2 inhibitor – human SRC2 (NCOA2) inhibition; HEK293 GAL4-SRC2 luciferase reporter, luminescence; 0.17% of 370,000 active; inhibition, % at 9 µM; AID 651957; Q15596;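 active = inhibition above the mean inhibition of all tested compounds plus 3 SD, set per campaign, cut at about 52% in these data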;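 note: 0% = DMSO treated cells and 100% = cells given Gossypol at 36 µM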
TLR9-MyD88 inh – blocks human TLR9 binding to MyD88 | Q9NR96+Q99836 | inhibition, % at 4.98 µM | 0.21% of 340,000 active | CHO BLA complementation TLR9-MyD88, CCF4 FRET ratio | AID 504734;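 active = inhibition above the mean over all tested compounds plus 3 SD, cut at about 21% in these data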;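 note: 0% = DMSO only wells and 100% = clavulanate BLA inhibitor control wells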
ABHD5 PLIN5 PPI – ABHD5-PLIN5 protein interaction inhibition; Q00G26+Q8WTS1; Split G. princeps luciferase complementation, luminescence, 4 h; inhibition, % at 4 µM; 0.78% of 360,000 active; AID 602281;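 active = inhibition above the mean inhibition across every tested compound plus 3 SD, cut at about 22% in these data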;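 note: 0% = DMSO only wells and the 100% control is not disclosed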
NCOA3 inh – inhibitors of human steroid receptor coactivator 3 (SRC3). inhibition, % at 3.6 µM. 0.17% of 360,000 active. HEK293 GAL4-SRC3 luciferase reporter, luminescence. AID 588352. Q9Y6Q9;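 active = inhibition above a per-campaign cutoff, the mean of all compounds plus 3 SD, cut at about 60% in these data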;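 note: 0% = DMSO-treated cells and 100% = gossypol-treated cells at 36 µM; higher means less SRC3-driven luciferase light from the GAL4 reporter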
NCOA1 inh – inhibits human SRC1 coactivator. inhibition, % at 3.6 µM. HEK293 GAL4-SRC1 luciferase reporter, luminescence. 0.12% of 360,000 active. AID 588354. Q15788;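 active = inhibition above the campaign mean plus 3 SD, with each screening campaign given its own cutoff, cut at about 60% in these data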;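 note: 0% = DMSO treated cells and 100% = gossypol at 36 µM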
MC4R antagonist – human MC4R antagonism in cAMP assay. MC4R-expressing cells, MTII-stimulated cAMP, LANCE TR-FRET. inhibition, % at 6.5 µM. 0.48% of 360,000 active. AID 540295;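 active = inhibition above its plate's cutoff, the mean of tested wells on that plate plus 3 SD, cut at about 29% in these data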;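 note: 0% = Melanotan II alone and 100% = Melanotan II plus saturating MCL0020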
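Assay system: U2OS-MC4R stable cell line; Also added: Melanotan II; Technique: Eu-cAMP/anti-cAMP TR-FRET, emission 671 nm; Times: 30-min compound, 1-h challenge, 1-h detection, room temperature.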
Numbers without * were called inactive; x = not tested or not shown. The list is partial; the hit share may differ from the screen's.

The line under a structure holds: MC4R ag barr, COUP-TFII inh, LMP1 NFkB inh, NR5A2 inv ag, NOD2 RIPK2 PPI, NCOA2 inhibitor, TLR9-MyD88 inh, ABHD5 PLIN5 PPI, NCOA3 inh, NCOA1 inh, MC4R antagonist
- Cc1nn(Cc2ccc(Cl)c(Cl)c2)c(C)c1NC(=O)c1cc(-c2ccco2)on1
→ 1.2, 22, 5, -9, 0, -1, -3, 4, 2, 5, 2
- Cc1ccc(-c2nnc(N3CCCCC3)c3ccccc23)cc1S(=O)(=O)NCC1CCCO1 (configuration not stated)
→ 1.8, 5, -3, 21, 0, -8, -9, 9, 8, 1, 26
- CC(C)NC(=O)Nc1ccc2c(c1)C(=O)N([C@H](C)CO)C[C@H](C)[C@@H](CN(C)Cc1ccc(C(F)(F)F)cc1)OCCCC[C@@H](C)O2
→ -0.6, 6, -29, 10, 1, 3, -3, 3, -5, 8, 4
- O=C1CC(NCc2cccs2)C(=O)N1c1ccc(Cl)cc1 (configuration not stated)
→ -1.2, -3, 6, -7, -12, 23, 2, 5, -1, -3, -8
- CCc1c(C)nc2cc(-c3ccc(OC)cc3)[nH]n2c1=O
→ 1.6, -38, -29, -75, -2, -55, -3, -2, -70, -52, 4
- C[C@@H]1CN([C@@H](C)CO)S(=O)(=O)c2ccc(Br)cc2O[C@@H]1CN(C)C(=O)NC1CCCCC1
→ -1.5, -6, 3, -2, -2, -18, 9, -1, 1, -6, -1
- Cc1ccc(C)c(NC(=O)C(C)CC2COCCO2)c1 (configuration not stated)
→ 0.0, 15, 7, 8, 7, 5, 8, 0, 2, -11, 4
- CCOC(=O)c1ccc(N2C(=O)c3cccc4c(C(=O)O)ccc(c34)C2=O)cc1
→ 0.7, 7, 5, 1, -5, -19, -1, 2, -18, 4, -4
- N#Cc1ccc(C(=O)Nc2cccc3cccnc23)c(F)c1
→ 0.2, -13, -7, -33, 0, -15, -4, -3, 8, 7, 2
- CCOc1ccc2nc(NC(=O)CSc3nnc(-c4ccncc4)n3CC3CCCO3)sc2c1 (configuration not stated)
→ -0.1, -10, -18, -22, 5, -22, 2, 4, -25, -30, 8
- CN1/C(=C\C=N\O)C(C)(C)c2ccccc21
→ -1.7, -3, 28, -5, -13, -20, 8, -13, 1, -1, 3
- O=C(CSc1nnc(C2CC2)n1C1CC1)c1ccccc1F
→ -1.5, -12, -7, -10, -4, 13, -11, -7, -4, -10, 0
- CCc1nc2ccccc2c(C(=O)OC2CCOC2=O)c1C (configuration not stated)
→ -1.9, 4, 0, 3, -9, 1, -6, 0, -4, 0, 1
- NS(=O)(=O)c1ccc(CCNC(=O)COc2ccc3c4c(c(=O)oc3c2)CCC4)cc1
→ 0.9, 14, -2, 50, -12, 3, -6, 5, 13, 9, -2
- Cc1cc2cc3c(cc2nc1SCC(=O)N1CCOCC1)OCO3
→ -0.2, -20, -11, 9, 0, -4, 6, -5, -5, -19, 3
- CC(=O)Nc1ccn(Cc2c(F)cccc2Cl)n1
→ -0.3, 4, -6, -15, 7, -57, 4, -7, -5, -18, 4
- CCC(=O)Nc1ccc(Cl)c(NC(=O)c2c(OC)cccc2OC)c1
→ -2.5, -23, -1, 10, -6, -26, -1, -3, 16, -4, 5
- CCCNC(=O)c1nnsc1Sc1ccc(Cl)cc1
→ -0.3, -7, -1, -5, -4, -21, 5, 1, -12, -25, 2
- Cc1ccc(S(=O)(=O)NC(C(=O)N2CCOCCOCCOCC2)C(C)C)cc1 (configuration not stated)
→ -0.4, -4, 1, 7, -6, -23, 5, 1, 1, 13, 8
- CCOc1ccc(NC(=O)c2ccco2)c([N+](=O)[O-])c1
→ -0.1, -40, -3, -126, 5, -66, 4, -6, -77, -99, -4
- CSc1ccc(C(=O)C2CCCN(C(=O)c3ccsc3)C2)cc1 (configuration not stated)
→ -0.3, 9, -8, 11, 4, 23, -5, -2, 7, 4, 16
- Cc1cc(C)cc(NC(=O)CCC(=O)Nc2cc(C)on2)c1
→ -1.7, 5, 3, -3, -3, 8, 2, 3, 20, -18, -3
- O=C(Nc1ncccn1)c1cc([N+](=O)[O-])cc([N+](=O)[O-])c1
→ -0.8, -13, -1, -4, -4, -15, 15, 0, 20, -12, -4
- FC(F)(F)c1cnc(NNC(=S)Nc2ccccc2)c(Cl)c1
→ -4.9, 28, 33, 14, 8, 34, -8, -2, 19, 11, 8
- CCCCC(=O)N(C)c1c(CC)nc2c(OCc3ccc(S(C)(=O)=O)cc3)cccn12
→ 0.1, 8, x, -13, -14, 14, x, -7, -12, 11, -4
- O=C(Nc1cc(Cl)ccc1-n1cncn1)c1ccc(F)c(S(=O)(=O)N2CCOCC2)c1
→ -1.9, -13, -2, -2, -5, 2, -6, -5, 11, -11, -2
- COc1cccc(C(C(=O)NC2CCCC2)N(C(=O)c2ccco2)c2ccc(-n3cnnn3)c(C)c2)c1OC (configuration not stated)
→ -0.4, 23, 5, 9, -3, -25, 0, -5, 9, -16, 8
- COc1ccc(C(=O)NNC(=O)c2ccccc2[N+](=O)[O-])cc1Br
→ -1.9, 6, 8, -8, 2, 6, -4, 0, 0, -6, 6
- COc1ccc(-c2ccc(C(=O)NC(C)C)c3occc23)c(C)c1
→ 1.7, 1, x, -15, -1, 22, x, -6, -1, 7, 12
- CN(C)/C=N/c1ncc(C(=O)c2ccc(Cl)cc2Cl)s1
→ -1.9, -19, -8, 2, -4, -27, 0, 6, 3, -10, 3
- C=C(C)CN(CC)C(=O)CN1C(=O)NC(C)(c2ccc3ccccc3c2)C1=O (configuration not stated)
→ -1.9, -5, 3, 11, 4, -9, -1, -4, 12, -3, -2
- O=C(NC(=S)N1CCN(c2ccc(F)cc2)CC1)c1ccccc1
→ -0.9, 0, -5, -3, -1, -7, 3, -6, -5, 4, -1
- COc1ccc(-c2ccc(C#N)c(SCC(=O)Nc3sc4c(c3C#N)CCC4)n2)cc1OC
→ -0.3, 11, -22, -10, -10, -15, 1, 1, 8, -11, 9
- CNC[C@@H]1OCc2ccccc2-c2c(n(C)c3ccccc23)C(=O)N([C@H](C)CO)C[C@H]1C
→ -0.2, -21, -2, 2, 5, -8, -12, 4, 1, 3, -2
- O=C(CN1CCN(C(=O)C2CCCO2)CC1)Nc1ccc(F)cc1 (configuration not stated)
→ 0.3, 4, 9, 16, 4, 7, -6, 3, 2, 5, -1
- CC(=O)NCC(=O)N(Cc1ccco1)C1(C(=O)NC2CCCCC2)CCCCC1
→ -0.9, -10, 6, 4, -6, 0, 5, 5, 5, 0, -6
- CCCS(=O)(=O)N1CCC(C(=O)NCCCN2CCC(Cc3ccccc3)CC2)CC1
→ -1.3, 26, 7, -16, 3, -13, -3, -6, 2, -5, 14
- COC1OC(CO)C(N(C)C(C)=O)C1O (configuration not stated)
→ -2.3, 5, -3, -6, -2, 3, 5, 5, 23, -12, 0
- CCN(Cc1ccccc1)C(=O)c1ccc(Cl)cc1[N+](=O)[O-]
→ -0.7, -36, 3, 8, 5, 13, -8, -2, 13, -22, 0
- Cc1ccc(NC(=O)COC(=O)Cc2c[nH]c3ccccc23)cc1
→ -0.2, 5, 2, 15, -4, -28, -3, -6, -10, -3, 1
- COc1ccc(C)cc1NC(=O)CSc1nnc(COc2ccc(C)cc2)n1Cc1ccco1
→ 0.2, 15, -6, 10, 5, -22, 10, 6, 26, -2, 2
- Cc1cc(C)cc(OCc2nnc(SCC(=O)Nc3ccccc3)o2)c1
→ 7.7, 10, -10, 6, 5, -53, -5, -8, 2, -16, 0
- CNC(=O)c1ccsc1NC(=O)c1ccccc1
→ -0.8, -16, 3, 5, -1, -31, 6, -9, -15, -7, -3
- CCc1sc(C(=O)N2CCN(c3ncccn3)CC2)cc1Br
→ -1.2, 9, 2, -19, 0, -12, -2, -3, -4, -39, 5
- Cc1ccccc1S(=O)(=O)Cc1ccc(C(=O)NCc2cccnc2)o1
→ -1.2, 0, 0, 11, -2, 20, 10, -10, -2, 0, -6
- COCCN(C(=O)CSc1nnc(-c2ccccc2OC)o1)c1c(N)n(CC(C)C)c(=O)[nH]c1=O
→ 1.2, 2, -7, -3, -8, -14, -1, -2, 1, -14, 16
- O=C(CCS(=O)(=O)c1ccccc1)Nc1nnc(C(F)(F)F)s1
→ -3.2, 4, -9, -6, -4, -12, 7, -6, -2, 3, 2
- CC(=O)c1cccc(NC(=O)C2CCN(C(=O)c3ccc([N+](=O)[O-])cc3)CC2)c1
→ -0.4, 13, 2, 23, -2, -29, -2, 4, -27, -5, 0
- Cc1nnc(NCCc2ccccc2)[nH]c1=O
→ -1.8, -11, 1, -2, 0, 7, 11, 3, 9, 7, 0
- O=C(NCCOC(=O)C1COc2ccccc2O1)c1cccnc1 (configuration not stated)
→ -0.2, 24, -4, 8, -2, -18, -5, -3, -2, -18, 1

Going on with the list:
The line under a structure holds: MC4R ag barr, COUP-TFII inh, LMP1 NFkB inh, NR5A2 inv ag, NOD2 RIPK2 PPI, NCOA2 inhibitor, TLR9-MyD88 inh, ABHD5 PLIN5 PPI, NCOA3 inh, NCOA1 inh, MC4R antagonist
- COc1ccc(S(=O)(=O)N2CCCCC2)cc1NC(=O)c1ccc2ccccc2n1
→ -1.3, 7, -6, -17, 0, -7, 0, -6, 11, -13, 4
- O=C1NC[C@H](Cc2ccc(O)cc2)N(CC2CCCCC2)C1=O
→ -2.3, -2, -1, 4, -2, -2, -9, 3, -4, 1, 5
- COc1ccc(N2CCN(CC(=O)Nc3nnc(-c4ccccc4)s3)CC2)cc1
→ 11*, 14, -3, -11, 3, -46, -4, 2, -9, 4, 3
- COc1ccc(C(=O)NC(CC(=O)O)c2cc([N+](=O)[O-])ccc2Cl)cc1 (configuration not stated)
→ -0.3, 14, -5, 11, -12, -16, x, 0, 6, 12, -7
- Cc1oncc1-c1csc(-c2ccccc2Cl)n1
→ -1.6, -3, -18, -15, 10, -32, 4, 2, -3, -7, -4

Bioassay records: PubChem BioAssay, several laboratories
